Assay outcomes as filed in PubChem BioAssay.
MC4R antagonist: blocks human MC4R cAMP signaling. P32245. MC4R-expressing cells, MTII-stimulated cAMP, LANCE TR-FRET. inhibition, % at 6.5 µM. hit rate 0.48% among 360,000;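 active means inhibition above its plate's cutoff, the mean of tested wells on that plate plus 3 SD, cut at about 29% in these data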;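 further: 0% = Melanotan II alone and 100% = Melanotan II plus saturating MCL0020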
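Assay system: human MC4R-expressing U2OS cells; reagent: Melanotan II stimulation of cells; dosing: 6.5 µM single dose; timing: compound 30 min, challenge 1 h, detection 1 h; signal: TR-FRET cAMP assay; replicates: one well per compound, no replicates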
Cardio protect: protects H9c2 cardiomyocytes from peroxide injury; hit rate 0.63% among 360,000; AID 588492; H2O2 injury protection, ATPLite, 2 h; protection from H2O2 cell death, % at 20 µM;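 active means compounds giving at least 50% protection of heart cells from peroxide-induced death in the single-dose screen, raw or plate-pattern-corrected value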;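 further: 0% = DMSO wells with peroxide and 100% = DMSO wells without peroxide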
MC4R ag barr: activates human MC4R beta-arrestin recruitment; P32245; U2OS MC4R beta-arrestin complementation, luminescence; percent of melanotan II response, DMSO zero; activation, % at 8.9 µM; hit rate 0.98% among 360,000;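 active means activation above a per-plate cutoff, the mean activation of sample wells on that plate plus 3 SD, cut at about 8% in these data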
ABCB6 inh MLPCN: inhibitors of human ABC transporter ABCB6; Q9NP58; K562-ABCB6 porphyrin accumulation, flow cytometry, 1 h; hits give low values; fluorescence ratio to DMSO, % at 10 µM; hit rate 0.19% among 360,000; AID 602162;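 active means fluorescence ratio to DMSO below 75%, the collection mean minus 3 SD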;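 further: signal is porphyrin accumulated inside mitochondria; 100% equals median channel fluorescence of DMSO control wells; lower ratio means ABCB6 inhibition with less porphyrin fluorescence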
Glyco luc inh: blocks N-linked glycosylation in D54 reporter cells; AID 588692; hit rate 0.23% among 360,000; D54 ERlucT glycosylation luciferase reporter, 24 h; percent of 100 nM tunicamycin response; reporter increase, % at 12.5 µM;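 active means mean luciferase reporter signal, scaled so untreated is 0 and the glycosylation-blocking control 100, at or above a set limit in every replicate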;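 further: luciferase carries N-glycosylation sites so blocking glycosylation raises the light; 0% = median of neutral control wells and 100% = median of 100 nM tunicamycin wells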
m5-HT2A agonist: mouse HTR2A agonism via beta-arrestin recruitment | P35363 | CHO-K1 mHTR2A beta-arrestin complementation, luminescence; percent of 30 µM serotonin response | activation, % at 7.6 µM | hit rate 0.66% among 360,000 | AID 624169;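 active means activation above a run cutoff, the mean activation of all tested compounds plus 3 SD, cut at about 14% in these data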;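 further: 0% = plate median of compound wells and 100% = 30 µM serotonin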
hiPSC survival: increases survival of single human iPS cells; hiPSC single-cell survival, ATPlite luminescence; 100% = ROCK inhibitor wells, 0% = DMSO; survival enhancement, % at 20 µM; hit rate 0.044% among 360,000; in the data active means survival enhancement above about 18%;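 further: cells exposed to compounds for 16 hours before the ATP read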
aDG glyco up: increases alpha dystroglycan glycosylation; Pro5-aDG cells, alpha-DG glycosylation AlphaScreen (IIH6); 0% Pro5, 100% B10-LARGE cell signal; activation, % at 10 µM; hit rate 0.22% among 360,000; AID 624168;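 active means activation of at least 8% versus controls, or a plate z-score of at least 8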;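 further: Pro5 are CHO cells carrying HIG-tagged alpha-DG that lacks glycosylation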
Granule exo inh: lytic granule exocytosis inhibition; TALL-104 LAMP-1 surface exposure, flow cytometry; cells stimulated with thapsigargin and PMA; inhibition, % at 10 µM; hit rate 0.66% among 360,000; AID 651702;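 active means inhibition above about 55%, limit read from the data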
ABHD5 PLIN5 PPI: blocks binding of human ABHD5 to perilipin-5. inhibition, % at 4 µM. Q00G26+Q8WTS1. hit rate 0.78% among 360,000. AID 602281. Split G. princeps luciferase complementation, luminescence, 4 h;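 active means inhibition above the mean inhibition across every tested compound plus 3 SD, cut at about 22% in these data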;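 further: 0% = DMSO only wells and the 100% control is not disclosed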
Target sequence (Q00G26 whole entry, looked up): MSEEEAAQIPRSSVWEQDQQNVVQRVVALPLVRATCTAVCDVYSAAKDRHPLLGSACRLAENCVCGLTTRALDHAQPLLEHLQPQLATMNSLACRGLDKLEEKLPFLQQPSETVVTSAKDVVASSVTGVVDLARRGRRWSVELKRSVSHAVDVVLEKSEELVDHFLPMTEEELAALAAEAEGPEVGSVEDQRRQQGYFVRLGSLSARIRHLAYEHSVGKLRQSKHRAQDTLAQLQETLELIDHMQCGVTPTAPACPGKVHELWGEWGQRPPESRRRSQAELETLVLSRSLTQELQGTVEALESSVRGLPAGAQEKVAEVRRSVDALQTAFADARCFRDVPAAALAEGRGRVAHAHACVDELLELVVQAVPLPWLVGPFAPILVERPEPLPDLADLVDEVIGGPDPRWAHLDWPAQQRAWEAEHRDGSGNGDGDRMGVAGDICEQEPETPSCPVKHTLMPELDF
Target sequence (Q8WTS1 whole entry, looked up): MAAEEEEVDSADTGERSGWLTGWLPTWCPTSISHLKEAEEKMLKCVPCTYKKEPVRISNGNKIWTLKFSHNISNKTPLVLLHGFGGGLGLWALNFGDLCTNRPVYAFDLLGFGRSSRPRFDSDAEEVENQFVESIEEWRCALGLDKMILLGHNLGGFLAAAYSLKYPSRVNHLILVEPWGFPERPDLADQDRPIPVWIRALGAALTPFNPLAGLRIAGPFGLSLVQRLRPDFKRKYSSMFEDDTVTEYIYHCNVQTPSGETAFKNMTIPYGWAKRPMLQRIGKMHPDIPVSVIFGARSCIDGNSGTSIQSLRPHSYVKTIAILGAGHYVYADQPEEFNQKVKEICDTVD
Numbers without * were called inactive; . = no result given. Random draw from the library; 4.5% or so of the library scored in one or more.

No.	molecule	MC4R ag barr	ABHD5 PLIN5 PPI	MC4R antagonist	Granule exo inh	hiPSC survival	Glyco luc inh	ABCB6 inh MLPCN	m5-HT2A agonist	Cardio protect	aDG glyco up
1	Cc1cc(C)cc(NC(=O)Cn2nnc(C(=O)NCc3ccccc3Cl)c2N)c1	10*	-10	0	11	0.5	8	102	6	11	0.4
2	Cc1ccc(NCCN(C)C)c2c(=O)c3cc(O)ccc3sc12	-0.2	16	-14	44	-4.0	62*	278	1	-19	-0.3
3	C/C(=N\NC(=O)Cc1ccccc1)c1ccc(Cl)s1	-2.1	-2	2	-3	0.9	-3	100	-2	-7	-0.2
4	CCOC(=O)Cc1csc(NC(=O)COc2cc(C)cc(C)c2)n1	-3.3	-10	-5	-10	-1.7	0	97	2	-10	0.1
5	CCOC(=O)[C@]12CCCC=C1N(CCC1=CCCCC1)C(=O)[C@H](CC(=O)NCc1cccc3ccccc13)C2	.	2	.	13	.	.	.	-8	.	-0.2
6	CSC1=C(C#N)C(c2ccccc2C)C(C#N)=C(N)N1 (stereo not drawn)	0.6	-4	-14	3	-3.0	0	103	-2	3	0.4
7	Nn1c(SCC(=O)Nc2nnc(-c3ccccc3)o2)nnc1C1CC1	-2.1	-5	-2	-2	-0.3	3	101	1	-4	0.2
8	CC[C@@H](CCC=C(C)C)C(=O)N(Cc1ccccc1)c1ccccc1	3.1	-4	-3	7	2.0	-3	101	5	-12	0.9
9	Cc1ccc(-c2nn(-c3ccccc3)cc2/C=C(\C#N)c2cccc(C#N)c2)o1	-1.0	6	0	16	-0.3	2	100	3	23	-0.1
10	C=CCNC(=O)c1ccc(-n2cccc2)cc1	0.3	2	19	5	1.9	1	102	2	1	0.1
11	O=C(NNc1ccccn1)C(=O)NNS(=O)(=O)c1ccc(F)cc1	-1.8	-1	4	-2	6.6	0	99	1	9	0.5
12	CCNCC(=O)N1c2ccccc2CCc2ccc(NC(C)=O)cc21	-0.8	8	-2	-4	-0.9	0	94	4	3	-0.2
13	CC(=O)c1cccc(OCC(O)CNCCOc2ccc(C)cc2)c1 (stereo not drawn)	-1.4	2	6	-2	0.1	1	98	-2	6	0.1
14	c1ccc(CNc2nc(-c3cccs3)nc3ccccc23)nc1	3.5	14	2	1	0.2	6	95	5	23	0.0
15	CCOC(=O)COc1cc(-n2c(=S)[nH]c3ccccc3c2=O)c(Cl)cc1Cl	1.4	8	14	19	-1.5	0	100	5	-4	-0.3
16	COC(=O)[C@H](CC(C)C)N1Cc2cc(OC)cc(OC)c2-c2ccccc2S1(=O)=O	-1.4	7	4	-1	-0.4	2	98	-1	3	-0.1
17	O=C(Nc1cccc2ccccc12)N1CC=CCC1	1.3	7	10	-6	-1.7	2	112	3	-6	0.3
18	COC(=O)c1ccc(NC(=O)Nc2cccc(F)c2)cc1	-1.0	-1	5	-1	-2.6	2	100	6	-8	1.1
19	O=C1CCCN1c1cccc(Br)c1	0.7	-3	0	-2	-1.1	2	100	-4	6	-0.3
20	Cc1nc(-c2ccc(F)cc2)c(CC(=O)Nc2cc(S(=O)(=O)N3CCCCC3)ccc2C)s1	0.7	18	5	0	-0.4	-4	106	-5	6	0.3
21	COCCCn1c(C)nc2c(c1=O)c1nc3ccccc3nc1n2CCc1ccccc1	0.8	0	7	1	-3.7	0	97	3	58*	-0.5
22	Cc1oc(-c2ccc(Cl)cc2)cc1C(=O)O	0.2	-7	-1	-6	1.4	-6	89	3	-1	0.1
23	CCN1C(=O)[C@H]2[C@@H](c3ccc(OC)cc3)N[C@]3(CCCN(Cc4ccco4)C3=O)[C@H]2C1=O	2.7	3	5	0	-1.4	0	102	-2	14	0.0
24	CC(C)n1c(=S)[nH]c2ccccc2c1=O	-1.6	-8	-14	-2	2.5	5	106	-4	-1	0.0
25	C[C@@H]1CN([C@@H](C)CO)C(=O)c2cccc(NS(C)(=O)=O)c2O[C@H]1CN(C)Cc1ccc(Oc2ccccc2)cc1	0.1	1	0	-4	0.2	-1	94	3	0	0.0
26	Cc1ccc(-c2nnc(N(C)C(=O)c3cccnc3)s2)cc1	-2.6	10	9	0	-2.4	-2	97	4	-12	0.1
27	O=C(Nc1ccccc1Cl)NC1(C(=O)NCCCN2CCOCC2)CCCCC1	0.1	-4	4	0	-3.8	1	94	0	-2	-0.4
28	O=C(COC(=O)C1Cc2ccccc2CN1C(=O)c1ccccc1)Nc1ccc(SC(F)F)cc1 (stereo not drawn)	1.2	-7	10	-2	0.6	-3	93	1	-7	0.2
29	CCN1CCN(C(=O)c2ccc(CS(=O)(=O)Cc3ccccc3C)o2)CC1	-2.2	5	-2	-3	-0.1	-2	104	-5	-4	-0.2
30	CC(C)COc1ccccc1C(=O)NC(CO)C(=O)O (stereo not drawn)	1.0	0	18	0	1.4	0	98	-1	1	-0.2
31	Cc1ccc(-n2ncc3c2CCCC3NC(=O)CCN2CCCC2=O)cc1C (stereo not drawn)	-1.5	-8	-1	-3	0.0	0	100	1	-3	0.4
32	CC(C)(C#CCN1CCCC1)OCCC#N	-1.3	-2	-1	2	0.2	0	105	-2	-5	-0.1
33	CCn1c(SCc2nc3ccccc3c(=O)[nH]2)nc2ccccc2c1=O	1.1	3	-8	-3	0.4	5	86	6	40	-0.1
34	CCOC(=O)N1CCN(C(=O)CN(Cc2ccc(Cl)cc2)S(C)(=O)=O)CC1	-2.7	0	1	25	4.2	2	94	3	5	-0.3
35	CN(C)c1nc(OCC(=O)NC(C)(C)C)nc(N(C)C)n1	-2.1	0	4	0	0.4	0	92	-4	9	1.2
36	CCCCNC(=O)Nc1ccccc1CC	-0.7	-1	5	-1	-0.3	1	94	9	-6	0.3
37	CCOc1ccc(N(CC(=O)NCCc2ccccc2)C(=O)CCC(=O)Nc2nccs2)cc1	-0.4	6	0	-5	-0.4	2	97	-6	1	-0.2
38	CCS(=O)(=O)N1CCN=C1SC(C)c1ccccc1 (stereo not drawn)	-1.1	-3	7	-2	1.2	0	95	4	8	-0.2
39	CC(C)CNC(=O)CSc1nnc(CN2CCCCCC2=O)n1-c1ccccn1	0.8	7	7	0	-0.8	3	97	1	0	-0.2
40	CN1C(=O)CC(N2CCC(c3nc4ccccc4s3)CC2)C1=O (stereo not drawn)	-1.9	2	1	0	-0.5	0	92	2	0	0.0
41	Cc1occc1-c1nnc(SCCNCCO)o1	0.3	0	13	2	-0.1	1	101	0	4	0.1
42	CCOC(=O)c1cc(-c2ccccc2)sc1NC(=O)C(C)OC(=O)c1ccncc1 (stereo not drawn)	-1.1	-2	8	2	-0.7	-14	94	5	4	-0.1
43	Cc1ccc(-c2nc3c(cnn3-c3ccccc3)c(=O)o2)cc1	-0.2	4	6	-3	-3.6	0	96	0	6	-0.3
44	CCOc1ccc(C(C)(C)C)cc1S(=O)(=O)N1CCOCC1	-0.9	0	5	-11	3.9	0	85	3	6	-0.3
45	O=C(Nc1ccc2ncccc2c1)Nc1ccc2ncccc2c1	1.4	5	4	-4	-0.1	-2	90	-2	18	0.2
46	CC(=O)c1ccc(NC(=O)/C(=C\c2cccs2)NC(=O)c2ccco2)cc1	0.4	4	9	-2	1.9	1	107	-2	0	-0.1
47	CCOC(=O)c1oc2ccc(/C=N/O)c(Cl)c2c1C	5.5	-5	-7	-2	0.0	-2	94	3	-6	0.1

Full records, quoted from the list:
Cc1oc(-c2ccc(Cl)cc2)cc1C(=O)O as listed: MC4R ag barr: 0.2; ABHD5 PLIN5 PPI: -7; MC4R antagonist: -1; Granule exo inh: -6; hiPSC survival: 1.4; Glyco luc inh: -6; ABCB6 inh MLPCN: 89; m5-HT2A agonist: 3; Cardio protect: -1; aDG glyco up: 0.1
CN1C(=O)CC(N2CCC(c3nc4ccccc4s3)CC2)C1=O (stereo not drawn) as listed: MC4R ag barr: -1.9; ABHD5 PLIN5 PPI: 2; MC4R antagonist: 1; Granule exo inh: 0; hiPSC survival: -0.5; Glyco luc inh: 0; ABCB6 inh MLPCN: 92; m5-HT2A agonist: 2; Cardio protect: 0; aDG glyco up: 0.0

Some of the entries so far, in transposed form.
31. Cc1ccc(-n2ncc3c2CCCC3NC(=O)CCN2CCCC2=O)cc1C (stereo not drawn)
32. CC(C)(C#CCN1CCCC1)OCCC#N
33. CCn1c(SCc2nc3ccccc3c(=O)[nH]2)nc2ccccc2c1=O
34. CCOC(=O)N1CCN(C(=O)CN(Cc2ccc(Cl)cc2)S(C)(=O)=O)CC1
35. CN(C)c1nc(OCC(=O)NC(C)(C)C)nc(N(C)C)n1
36. CCCCNC(=O)Nc1ccccc1CC
37. CCOc1ccc(N(CC(=O)NCCc2ccccc2)C(=O)CCC(=O)Nc2nccs2)cc1
38. CCS(=O)(=O)N1CCN=C1SC(C)c1ccccc1 (stereo not drawn)
39. CC(C)CNC(=O)CSc1nnc(CN2CCCCCC2=O)n1-c1ccccn1
40. CN1C(=O)CC(N2CCC(c3nc4ccccc4s3)CC2)C1=O (stereo not drawn)
entry no.,31,32,33,34,35,36,37,38,39,40
MC4R ag barr,-1.5,-1.3,1.1,-2.7,-2.1,-0.7,-0.4,-1.1,0.8,-1.9
ABHD5 PLIN5 PPI,-8,-2,3,0,0,-1,6,-3,7,2
MC4R antagonist,-1,-1,-8,1,4,5,0,7,7,1
Granule exo inh,-3,2,-3,25,0,-1,-5,-2,0,0
hiPSC survival,0.0,0.2,0.4,4.2,0.4,-0.3,-0.4,1.2,-0.8,-0.5
Glyco luc inh,0,0,5,2,0,1,2,0,3,0
ABCB6 inh MLPCN,100,105,86,94,92,94,97,95,97,92
m5-HT2A agonist,1,-2,6,3,-4,9,-6,4,1,2
Cardio protect,-3,-5,40,5,9,-6,1,8,0,0
aDG glyco up,0.4,-0.1,-0.1,-0.3,1.2,0.3,-0.2,-0.2,-0.2,0.0

41. Cc1occc1-c1nnc(SCCNCCO)o1
entry no.,41
MC4R ag barr,0.3
ABHD5 PLIN5 PPI,0
MC4R antagonist,13
Granule exo inh,2
hiPSC survival,-0.1
Glyco luc inh,1
ABCB6 inh MLPCN,101
m5-HT2A agonist,0
Cardio protect,4
aDG glyco up,0.1
